# PMI act – increases human mannose-6-phosphate isomerase activity; P34949; purified human PMI, coupled resazurin fluorescence, 20 min; hits give high values; 1 = vehicle control, 0 substrate-free wells; activation factor at 20 µM; hit rate 0.005% among 190,000;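 active means activation factor of 2 or more at 20 µM, relative to plate controls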
# Target sequence (P34949 whole entry, looked up): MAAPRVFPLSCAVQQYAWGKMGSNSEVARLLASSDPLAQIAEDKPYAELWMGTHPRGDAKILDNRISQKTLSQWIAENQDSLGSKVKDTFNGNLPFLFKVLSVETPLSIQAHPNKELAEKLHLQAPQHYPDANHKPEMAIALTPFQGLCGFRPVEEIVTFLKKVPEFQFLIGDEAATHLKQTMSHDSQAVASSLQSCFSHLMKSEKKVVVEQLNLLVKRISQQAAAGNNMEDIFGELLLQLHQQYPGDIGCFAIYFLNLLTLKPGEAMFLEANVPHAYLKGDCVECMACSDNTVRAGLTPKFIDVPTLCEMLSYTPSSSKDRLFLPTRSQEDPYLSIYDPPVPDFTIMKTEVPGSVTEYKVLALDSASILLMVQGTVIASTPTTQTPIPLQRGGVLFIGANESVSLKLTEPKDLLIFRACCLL
# DTT redox prof – compounds producing H2O2 with reducing agent – biochemical, NIH compound library profiling, artefact control for MLSCN library redox annotation, primary screen; DTT-dependent redox cycling H2O2, phenol red/HRP absorbance; 100% = 100 µM peroxide control, 0% = buffer; activation, % at 10 µM; hit rate 0.03% among 200,000; AID 878;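 active means activation of at least 50% relative to the plate's high and low controls in the primary single-dose screen; inactive means activation below 50%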;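 further: compound incubated with DTT at 0.8 mM final as the reducing agent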
# PMI act satM6P – PMI (human) activation, high substrate. AID 1216. coupled PMI enzyme assay, resazurin fluorescence, 20 min; hits give high values; 1 = untreated enzyme, 0 = substrate-free blank. P34949. activation factor at 20 µM. hit rate 0.34% among 190,000;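 active means activation factor of 2 or more at 20 µM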
#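 assay system = human phosphomannose isomerase with PGI, G6PDH, diaphorase coupling enzymes | quantity = 15 ng/mL PMI | incubation = enzyme reaction with compound 20 min at room temperature | medium = HEPES pH 7.4 buffer with MgCl2 and Tween-20 | compound dosing = one concentration, 20 µM, in 1% DMSO | measured by = Diaphorase-driven resazurin-to-resorufin fluorescence, excitation 544, emission 590 nm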
# Efa HMGR inh – blocks class II HMG-CoA reductase of Enterococcus faecalis; inhibition, % at 10 µM; hit rate 0.41% among 190,000; purified E. faecalis HMGR, NADPH absorbance 340 nm kinetic;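 active means inhibition above a set limit, the median over all tested compounds plus 3 SD, cut at about 9.5% in these data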;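 further: enzyme runs in reverse so mevalonate oxidation gives rising NADPH absorbance; 0% = complete reaction with DMSO and 100% = background rate lacking mevalonate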
# RAM network inh – yeast RAM network inhibition; hit rate 1.8% among 190,000; S. cerevisiae dse1pr::URA3 reporter, 5-FOA growth OD615, 2 d; analog-sensitive cbk1-as2 kinase mutant strain; inhibition, % at 50 µM;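 active means inhibition above a set limit, 3 SD over mean compound inhibition, cut at about 8.4% in these data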;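 further: 0% = DMSO-only wells with no growth and 100% = 10 µM 1-NA-PP1 full growth; inhibition rescues growth on 5-FOA so higher OD means more RAM inhibition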
# S1P3 antag – blocks the human S1P3 receptor | hit rate 0.27% among 170,000 | inhibition, % at 4.98 µM | CHO S1P3 NFAT-BLA reporter, FRET fluorescence, antagonist mode | AID 485;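 active means inhibition above the plate cutoff, the mean inhibition of test wells on that plate plus 3 SD, cut at about 28% in these data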;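 further: cells challenged with S1P at its EC80 of 0.8 µM; blue over green emission ratio from cleaved BLA substrate after 4 h stimulation; 0% = S1P-stimulated wells and 100% = unstimulated DMSO-only wells; some compounds past the cut are filed as inactive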
# Target sequence (Q99500 whole entry, looked up): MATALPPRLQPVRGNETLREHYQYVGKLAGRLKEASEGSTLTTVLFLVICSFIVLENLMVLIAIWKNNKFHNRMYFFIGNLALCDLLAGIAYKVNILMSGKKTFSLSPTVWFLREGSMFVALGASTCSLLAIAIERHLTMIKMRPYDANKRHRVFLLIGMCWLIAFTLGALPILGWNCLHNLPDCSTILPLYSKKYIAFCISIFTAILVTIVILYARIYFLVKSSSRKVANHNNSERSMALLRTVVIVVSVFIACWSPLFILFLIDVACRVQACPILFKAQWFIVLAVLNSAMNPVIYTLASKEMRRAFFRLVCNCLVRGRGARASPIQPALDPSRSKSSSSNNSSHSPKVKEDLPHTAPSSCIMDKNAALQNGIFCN
# Hsp70 activator – switches on Hsp70 transcription | AID 1203 | hit rate 0.04% among 200,000 | HeLa Hsp70 promoter luciferase reporter, luminescence; scaled: vehicle 0, proteasome-inhibitor control 100% | activation, % at 10 µM;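 active means activation above the mean across all tested compounds plus 3 SD, cutoff set per campaign, cut at about 5.5% in these data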;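 further: 100% = MG132 at 30 µM as the positive control and 0% = DMSO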
# TNAP inh hiacc – blocks human TNAP under high phosphate acceptor concentration. purified TNAP, CDP-star luminescence, 1 M DEA. inhibition, % at 20 µM. hit rate 0.03% among 200,000;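 active means over 50% inhibition of tissue-nonspecific alkaline phosphatase at 20 µM in the single-dose screen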;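 further: plate controls were DMSO wells for no effect and EDTA-quenched wells as full inhibition for full effect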
# TNAP inh noacc – blocks human TNAP activity with no phosphate acceptor present. P05186. inhibition, % at 20 µM. AID 1012. hit rate 0.26% among 200,000. purified TNAP, CDP-star luminescence, 30 min;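 active means tissue-nonspecific alkaline phosphatase inhibition above about 50% at 20 µM in the single-dose screen, limit read from the data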;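 further: 0% = DMSO negative control and 100% = EDTA positive control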
# Lmaj promast – inhibitors of Leishmania major promastigote growth; Leishmania major promastigotes, resazurin fluorescence viability; inhibition, % at 10 µM; hit rate 9% among 200,000; in the data active means inhibition above about 50%;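 further: promastigotes grown with compound for 44 hours at 28 °C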
# Starred values were filed as active, the others as inactive; . = no result given.
compound,PMI act,DTT redox prof,PMI act satM6P,Efa HMGR inh,RAM network inh,S1P3 antag,Hsp70 activator,TNAP inh hiacc,TNAP inh noacc,Lmaj promast
COCCN1CN=C(Nc2nc3ccccc3s2)NC1,0.9,-0.3,0.9,-3,0.8,8,0.0,-4,-5,-2
O=C(N/N=C/c1cccc(OCc2ccccc2)c1)c1cccs1,0.8,1.7,0.8,-6,-0.4,.,-0.4,-6,-1,14
C/C(N)=C(/C#N)C(=O)COC(=O)c1ccncc1,1,1.4,1,0,1.2,-10,-0.2,-2,-12,-2
O=C(c1ccc(Cl)c(S(=O)(=O)N2CCOCC2)c1)N1CCN(Cc2ccccc2)CC1,1.1,-0.5,1.1,1,-1.4,.,0.0,-3,-5,-2
Cc1ccccc1OCCC(=O)OCC(=O)NC(C)c1ccccc1 (stereo unspecified),1,0.6,1,-7,0.5,-28,-0.2,1,-7,1
CCOC(=O)/C(=C/C=C/c1ccccc1)NC(=O)c1ccccc1,0.9,0.1,0.9,-10,0.2,-14,-0.2,0,1,1
O=C(COc1ccccc1F)Nc1nnc(-c2ccncc2)s1,1.1,0.7,1.2,1,2.2,.,-0.1,-5,-11,13
CN1CCN(C(=O)C2=C[C@H](c3ccc4c(c3)OCO4)C[C@H](OCc3ccc(CO)cc3)O2)CC1,0.8,0.1,0.9,4,2.5,0,-0.3,-4,-8,6
CC(C)(C)C1CC=C2C(C#N)=C(N)C(C#N)(C#N)C(c3cccs3)C2C1 (stereo unspecified),0.9,0.3,0.9,.,.,.,-0.4,-3,-8,33
Cc1[nH]c2ccccc2c1/C=N/Nc1ccc([N+](=O)[O-])cc1S(=O)(=O)Nc1ccc(Cl)cc1,1,2.4,1.1,-5,14*,.,-0.3,39,26,95*
COc1ccccc1N1CCN(C(=O)CCCn2c(=O)[nH]c3ccsc3c2=O)CC1,0.9,-0.6,0.9,-1,1.7,-23,-0.1,-2,-10,-9
CCOC(=O)c1nnn(-c2nc(OC)nc(N(C)C)n2)c1-c1ccccc1,1,-0.8,1.1,0,1.4,26,-0.4,-5,-14,15
CN1/C(=C/C(=O)C2CCC2)Sc2ccccc21,0.9,2.0,0.9,-1,0.1,-45,0.3,-3,-7,0
CCCCOC(=O)C1CN(c2ccccc2)N=C1C(=O)OCC (stereo unspecified),0.9,-0.2,0.9,0,0.6,3,-0.2,-4,-17,39
CCOCCCNC(=S)N1CCN(Cc2ccco2)CC1,1,-1.1,1,0,1.9,-12,-0.1,0,-8,-10
CCOc1ccccc1N(CC(=O)Nc1cccnc1)S(=O)(=O)c1ccc(C)cc1,0.9,-0.3,1,1,3.3,7,-0.1,-7,-13,36
COc1ccc(-n2c(-c3ccccc3)cc3c2CCCC3=O)cc1,1,1.5,1,-1,1.4,.,-0.4,-3,-8,80*
COc1cccc(OC)c1C(=O)N1CCN(Cc2ccncc2)CC1,0.9,-0.5,1,-2,-1.1,12,0.0,-4,-10,-8
c1cc(C2CCCCC2)ccc1Oc1nc(N2CCOCC2)nc(N2CCOCC2)n1,0.9,-9.3,0.8,-10,0.3,4,-0.3,-4,3,19
CC1CCCCN1S(=O)(=O)c1ccc(C(=O)Nc2ccccc2-c2nc3ccccc3[nH]2)cc1 (stereo unspecified),0.8,0.0,0.9,-5,2.5,0,0.1,-1,6,24
O=C(NC(NC(=O)c1ccccc1)c1ccccc1)c1ccccc1,1.1,-1.0,1,-2,4.9,.,0.2,-13,-18,1
O=C(Nc1cccnc1Cl)c1ccc2c(Cl)c3c(nc2c1)CCC3,0.9,-0.7,0.9,3,12*,-10,-0.3,-1,-12,12
CCOC(=O)c1ccccc1NC(=O)CSc1ncc(C(=O)OCC)c(N)n1,0.9,2.8,1,-7,1.1,-9,-0.4,-3,-4,-3
Cc1ccc(N(CN2C(=O)C3CC=CCC3C2=O)C(=O)c2ccco2)cc1Cl (stereo unspecified),0.9,2.3,0.8,-5,3.6,.,-0.1,-6,-9,10
CCCc1c(O)nc(SCCN(CC)CC)n(C(=O)c2ccccc2)c1=O,1,0.1,1,0,-0.6,-6,-0.3,-2,-5,-11
Cc1c(C(=O)C(=O)NCCCn2ccnc2)c2ccccc2n1C,1.1,-1.1,1.2,2,0.7,-1,-0.1,-6,-4,11
CC1(C)C2CCC(C2)C1(C)NC(=O)CNCc1cccs1 (stereo unspecified),1.1,0.1,1,1,0.8,-4,-0.4,-3,-5,-7
N=c1oc2ccccc2cc1-c1nc2ccccc2c(=O)[nH]1,1,-1.1,1,-4,0.8,-28,-0.1,-4,-16,-5
CCCc1cc(=O)[nH]c(SCC(=O)NC(=O)OCC)n1,1.1,0.2,1.1,-4,0.4,-15,-0.2,0,-11,1
O=C(Nc1ccc2c(c1)OCO2)C(c1ccc(Cl)cc1)N1CCC2(CC1)OCCO2 (stereo unspecified),0.9,1.5,0.9,5,1.4,3,0.0,3,-4,19
CC(C)(C)n1nnnc1C(c1cccnc1)N1CCOCC1 (stereo unspecified),0.9,-0.6,0.9,-6,0.0,-4,-0.2,-3,-4,-4
O=C(NC1CCN(CC(=O)N(c2ccccc2)c2ccccc2)CC1)c1ccc([N+](=O)[O-])cc1,0.9,-0.6,0.9,9,-1.2,-6,-0.3,-6,-10,-3
COc1ccc(NC(=O)c2sc(SC)nc2N)cc1,1,-1.6,1,2,0.6,-3,-0.2,-4,10,1
COc1ccc(Nc2nc(C(=O)N3CCc4ccccc4C3)cs2)cc1,.,-0.5,.,0,2.1,-8,-0.4,-4,-10,14
CCCOc1ccc(/C(O)=C2/C(=O)C(=O)N(CCCOC)C2c2cccnc2)cc1 (stereo unspecified),1.1,-0.3,1.3,-2,1.8,-3,-0.2,-8,-6,-10
CC(C)N(Cc1nc(-c2ccc(Cl)cc2)no1)C(=O)C(c1ccccc1)c1ccccc1,0.8,0.4,0.9,1,3.5,.,0.0,-7,-12,2
Cc1cc(-c2ccc(Cl)cc2)oc(=O)c1NC(=O)c1ccccc1,1.1,-4.4,1,1,1.9,.,-0.3,-1,0,-4
CNS(=O)(=O)c1ccc(Cl)nc1,1.1,-0.1,1.1,1,4.0,-6,-0.4,-1,-7,0
CC(=O)N1CCCc2cc(S(=O)(=O)N(C)CCC#N)ccc21,1,-1.8,1,-7,-0.2,-6,0.1,-7,-9,-5
COc1ccc(N(CC(=O)Nc2c(C)cccc2C)S(=O)(=O)c2ccccc2[N+](=O)[O-])c(OC)c1,.,-0.4,.,-4,0.3,-5,-0.1,4,0,10
CCNC(=O)COC(=O)c1ccc(S(=O)(=O)N2CCCCCC2)cc1,0.9,1.4,1,1,-0.9,2,-0.1,-3,-7,-1
Fc1ccc(COc2ccccc2CNc2nn[nH]n2)cc1,1,-0.2,1,-1,2.6,-6,-0.2,-6,-19,-3
O=c1[nH]c(N/N=C\c2ccc3c(c2)OCO3)nc2ccccc12,0.9,-0.1,1,-2,1.8,14,0.0,-3,-31,51*
COc1ccc(Nc2sc(C(=O)c3ccc(Cl)cc3)c(N)c2C(=O)Nc2ccccc2OC)cc1,0.9,0.5,1,-3,3.6,.,-0.4,2,-7,-2
CCn1c(C)cc2c(c1=O)C(c1ccccc1)C(C(=O)OC)=C(N)O2 (stereo unspecified),1,2.2,1,-1,2.7,.,0.1,-6,-12,-3
CSc1ccc(Cl)c(C(=O)OCC(=O)N(C)CCC#N)c1,1.1,-0.8,1,6,-0.1,-6,-0.5,-7,-17,-5
Cc1ccc(C(C(=O)NC(C)(C)C)N(CC2CCCO2)C(=O)Cn2nnc(-c3ccc(C)o3)n2)cc1 (stereo unspecified),1,0.0,1,-5,1.8,5,-0.1,2,-6,54*
O=C(CCCN1C(=O)/C(=C/c2ccccc2)SC1=S)Nc1ccc(O)cc1,0.3,-0.7,0.9,-11,0.6,-18,-0.1,0,-3,56*
COc1ccc(N(C(C)C(=O)N/N=C/c2ccc(OC)c(OC)c2)S(C)(=O)=O)cc1 (stereo unspecified),1,-0.6,1,-4,-0.1,-3,-0.2,1,-6,2
CC1(C)CC2CC(C)(CN2C(=O)C23CCC(C)(C(=O)O2)C3(C)C)C1 (stereo unspecified),0.9,-0.1,0.9,-2,-0.8,6,-0.3,-2,-3,1
COc1ccc(/C=N/N2CCN(C)CC2)cc1O,0.8,-1.2,0.9,-1,0.0,.,-0.4,-3,-10,-3
CCN(C(=O)Cn1cc(C(C)=O)c2ccccc21)c1ccccc1,0.9,-0.7,0.9,-3,1.4,-5,-0.3,-1,1,-1
O=C(CNC(=O)c1ccc(Br)cc1)NCCc1nc2ccccc2[nH]1,1,0.1,1,-8,0.7,.,-0.1,-3,-4,1
COc1ccc(-c2csc3nc(C)nc(N4CCCCC4)c23)cc1OC,0.9,-0.3,0.9,-3,0.0,3,0.1,-5,-9,26
COc1cc(C(=O)N2CCN(C/C=C/c3ccccc3)CC2)cc(OC)c1C,0.9,-0.2,1,-1,2.2,.,-0.6,-7,-3,55*
CC(=O)Nc1sc2c(c1C#N)CCC(C)C2 (stereo unspecified),0.9,-0.3,0.9,-3,0.4,-5,0.2,1,-1,-8
OCCNc1nc2ccccc2[nH]1,0.9,0.9,0.9,-5,0.8,.,-0.1,-5,-12,-4
CCCC1=C(C(=O)OCC)C(c2ccncc2)n2ncnc2N1 (stereo unspecified),1,0.2,0.9,2,1.0,.,-0.7,-2,-4,7
OCC1(CO)COC(c2ccccc2)=N1,1,-0.1,1,-4,0.4,-12,-0.2,-2,-5,4
O=C(CCS(=O)(=O)c1cccc2nonc12)N1CCCc2ccccc21,1,-1.0,1.1,-3,2.3,.,0.0,-2,-6,-2

# Following part:
compound,PMI act,DTT redox prof,PMI act satM6P,Efa HMGR inh,RAM network inh,S1P3 antag,Hsp70 activator,TNAP inh hiacc,TNAP inh noacc,Lmaj promast
CCOC(=O)c1c(C)nc2sccn12,1,-2.8,1,-6,-0.3,1,-0.3,-4,-11,-4
C/C(CC(=O)Nc1cccc(C(F)(F)F)c1)=N\NC(=O)C(=O)NCC(C)C,1.1,0.6,1,-2,2.3,-6,-0.3,-1,-18,-9
CCOc1cc(C(=O)Nc2nnc(C)s2)cc(OCC)c1OCC,0.8,-0.3,0.8,-9,4.2,-17,-0.1,2,-1,-8
CCn1ncc(C(=O)Nc2ccc(S(=O)(=O)N3CCCC3)cc2)c1C,1,-0.1,1,-5,0.9,-14,-0.3,-2,-5,-1
CCOC(=O)N1CCC(NC(=O)CN2C(=O)CCSc3ccccc32)CC1,0.8,-0.3,0.8,-1,1.6,-8,-0.4,0,-5,-5
